# High-throughput results from PubChem.
# CCT modulator: cytosolic chaperonin activity modulation. activity change, % (concentration not given with the values), hits read low. AID 651819. purified chaperonin ATPase assay, HTRF ADP detection, 30 min. 360,000 compounds, 0.3% hits; in the data active means activity change below about -30%; further: on the % scale 0 is the no-effect control and ±100 the full control effect
#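 TRiC at 40 or 20 nM final (batch-dependent) in 30 mM Tris pH 7.4, 100 mM KCl, 5 mM MgCl2, 1 mM DTT, with compound at single 76 uM and 10 uM ATP, 30 min at 37 deg C. ADP detected by HTRF Transcreener, 665/615 ratio.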
# EPAC2 antag: EPAC2 (human) antagonism | Q8WZA2 | Potency, µM (top dose mostly 114 µM), inactives show top-dose activity, negative = inhibition, hits mostly inhibitors | EPAC2 GEF exchange of Rap1B-BODIPY-GDP, fluorescence | 360,000 compounds, 0.18% hits; further: potency means the concentration at half of the fitted maximal effect; on the % scale 0 is the no-effect control and ±100 the full control effect; nearly all actives have a fitted effect of over 45% in size; many of its hits are not listed in these tables
# Target sequence (Q8WZA2 whole entry, looked up): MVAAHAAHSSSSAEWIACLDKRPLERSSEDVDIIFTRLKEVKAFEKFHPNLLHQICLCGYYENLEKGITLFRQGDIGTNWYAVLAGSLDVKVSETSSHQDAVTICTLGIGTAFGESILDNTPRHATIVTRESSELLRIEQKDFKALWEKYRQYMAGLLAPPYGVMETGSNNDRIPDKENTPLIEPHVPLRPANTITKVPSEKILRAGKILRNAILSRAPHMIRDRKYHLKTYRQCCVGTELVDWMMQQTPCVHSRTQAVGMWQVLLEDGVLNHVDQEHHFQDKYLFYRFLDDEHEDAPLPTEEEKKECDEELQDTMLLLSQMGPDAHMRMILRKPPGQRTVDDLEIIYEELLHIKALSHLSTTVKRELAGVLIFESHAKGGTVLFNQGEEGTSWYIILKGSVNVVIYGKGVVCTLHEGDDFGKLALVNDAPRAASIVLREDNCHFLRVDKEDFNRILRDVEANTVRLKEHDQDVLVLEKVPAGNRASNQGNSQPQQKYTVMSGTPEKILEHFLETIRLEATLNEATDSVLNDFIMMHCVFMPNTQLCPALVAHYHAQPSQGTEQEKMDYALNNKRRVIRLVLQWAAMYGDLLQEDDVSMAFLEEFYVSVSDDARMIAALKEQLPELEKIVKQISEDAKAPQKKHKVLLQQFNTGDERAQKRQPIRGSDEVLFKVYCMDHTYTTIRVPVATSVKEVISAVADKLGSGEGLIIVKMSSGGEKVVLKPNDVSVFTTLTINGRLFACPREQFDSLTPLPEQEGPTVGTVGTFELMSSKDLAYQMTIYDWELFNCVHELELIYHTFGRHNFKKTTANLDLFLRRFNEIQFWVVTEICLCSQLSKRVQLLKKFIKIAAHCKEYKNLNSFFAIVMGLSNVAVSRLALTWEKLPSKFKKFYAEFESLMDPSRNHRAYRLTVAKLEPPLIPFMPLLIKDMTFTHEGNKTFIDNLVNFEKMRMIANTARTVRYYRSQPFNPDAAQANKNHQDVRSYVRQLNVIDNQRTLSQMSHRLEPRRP
# Nrf2 activator: activates Nrf2 signaling; AREc32 ARE-luciferase reporter (MCF7-derived line), luminescence, 24 h; Potency, µM (highest dose often 46.1 µM), without a hit: at the top dose activation, actives largely listed as activators; 410,000 compounds, 0.31% hits; further: potency means the concentration at half of the fitted maximal effect; % of control where 0% means no effect; nearly all actives have a fitted effect of over 65% in size
#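 Reporter line AREc32 (ARE-Fluc), seeded overnight in OPTI-MEM with 5% FBS; compound pin-transferred, 24 hr at 37 deg C, 5% CO2; luminescent read-out.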
# Mm-Cpn inhibitor: inhibitors of Methanococcus maripaludis chaperonin (MmCpn) | purified Mm-Cpn ATPase, ADP Transcreener TR-FRET | Potency, µM (titrated, usually from 76.9 µM), inactives show top-dose activity, negative = inhibition, hits mostly inhibitors | 330,000 compounds, 0.031% hits; further: potency means the concentration at half of the fitted maximal effect; on the % scale 0 is the no-effect control and ±100 the full control effect; nearly all actives have a fitted effect of over 80% in size
#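 ATPase read-out: TR-FRET ADP immunoassay (anti-ADP Eu cryptate vs ADP-d2), ex 320 nm, em 590/665 nm; signal drops as ADP forms. Enzyme 25 nM, ATP 10 uM, 30 min at 37°C after 10 min compound preincubation.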
# TGFb inhibitor: TGF-b pathway inhibition. HepG2 CAGA-GFP TGF-b/SMAD3 reporter, GFP fluorescence, 18 h; TGF-beta stimulated, 500 pg/mL final. Potency, µM (top dose mostly 46.1 µM), for the others: at the highest dose activity, negative = inhibition, actives largely listed as inhibitors. 410,000 compounds, 1.2% hits. AID 588855; further: potency means the concentration at half of the fitted maximal effect; on the % scale 0 is the no-effect control and ±100 the full control effect; nearly all actives have a fitted effect of over 65% in size
#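 TGF-beta reporter screen: HEPG2 CAGA-GFP, 1% FBS, 500 pg/mL TGF-beta final, 18 h; per-cell GFP summed per well; curves fitted and categorized by class.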
# Akt phos inh: Akt phosphorylation inhibition; Neuro2A IGF-stimulated pAkt S473 HTRF, 20 min; hits give low values; activity change, % for hits at 50 µM; 360,000 compounds, 0.32% hits; in the data active means activity change below about -80%; inconclusive means mostly about -51% to -80%; further: on the % scale 0 is the no-effect control and ±100 the full control effect
#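 Neuro2A cells in DMEM with 0.5% FBS, overnight at 37 deg C, given compound at single 50 µM final, then IGF (6 nM final) for 20 min at 37 deg C. Lysed; phospho-Akt Ser473 by HTRF after 24 h, 665/615 ratio.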
# Nrf2 block: blocks Nrf2 signaling | A549 ARE-Fluc reporter, luciferase luminescence, 18-24 h | 360,000 compounds, 2.1% hits | Potency, µM (highest dose often 46 µM), for the others: top-dose activity change, negative = inhibition, hits mostly inhibitors; further: potency means the concentration at half of the fitted maximal effect; on the % scale 0 is the no-effect control and ±100 the full control effect; nearly all actives have a fitted effect of over 60% in size
#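 Concentration-response testing used A549 ARE_Fluc cells at 5000 cells/well. Following an 18-24 h compound incubation, viability was read by fluorescence (Ex 405/Em 525) and luciferase output by luminescence.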
# EPAC2 ag: activates human EPAC2 exchange factor; Q8WZA2; EPAC2 activation, biochemical qHTS; response scale: 100% = 6.5 mM cAMP response; Potency, µM (top dose mostly 154 µM), for inactives: top-dose activation, actives largely listed as activators; 360,000 compounds, 0.079% hits; AID 720711; further: potency means the concentration at half of the fitted maximal effect; nearly all actives have a fitted effect of over 50% in size
#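 qHTS, titration series. 100 nM EPAC2 / 250 nM Rap1B-BODIPY-GDP / 50 uM GDP; RT; ex 480/em 540 nm, 5-min reads to 30 min. Norm. to 6.5 mM cAMP = activation.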
# A549 viability: kills or reduces viability of A549 cells in Nrf2 counter-screen. A549 ARE-Fluc cells, CellTiter-Fluor viability, 18-24 h. Potency, µM (top dose mostly 46 µM), inactives show at the top dose activity change, negative = cytotoxicity, usual class: inhibitors. 390,000 compounds, 0.16% hits; further: potency means the concentration at half of the fitted maximal effect; on the % scale 0 is the no-effect control and ±100 the full control effect
#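 A549 ARE_Fluc cells in 5% FBS OPTI-MEM were exposed to compounds in concentration-response for 18-24 h at 37 deg C. Viability was read by CellTiter-Fluor fluorescence (Ex 405/Em 525) after 30 min, before the luciferase read.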
# * hit, by the source's call; i = inactive; ? = inconclusive; · = no result given. Unless noted, the call rests on the fitted dose curve; in most records, active means well fitted curve in the direction sought with a large enough effect; inconclusive means small, poorly fitted or top-dose-only effect, or another doubt; inactive means no such curve, though single readings can be large; an effect the other way counts as inactive or inconclusive. Some of the compounds tested; the hit share may differ from the screen's.
SMILES,CCT modulator,EPAC2 antag,Nrf2 activator,Mm-Cpn inhibitor,TGFb inhibitor,Akt phos inh,Nrf2 block,EPAC2 ag,A549 viability
COc1ccc(NC(=O)c2nc(C)c(C3(C)CC(c4cccnc4)=NO3)s2)cc1 (stereo not given),-2.9,6.1%,4.0%,0.4%,?,i,?,7.5%,1.9%
COc1ccc(S(=O)(=O)NCc2cccnc2)cc1NC(=O)c1ccccc1C,-3.4,-2.4%,-0.9%,·,-23.3%,i,-2.7%,-3.3%,0.2%
Cc1c(C(=O)NCc2cccnc2)oc2ccccc12,0.0,6.0%,0.1%,-9.3%,-13.1%,i,?,1.6%,-0.4%
[O-][n+]1ccc(CC(O)(C(F)(F)F)C(F)(F)F)cc1,-1.7,8.1%,-0.7%,·,5.3%,i,·,10.8%,·
Cn1c(=O)c2c(nc(CN3CCC(Cc4ccccc4)CC3)n2CCN2CCOCC2)n(C)c1=O,-0.8,19.3%,-0.9%,0.4%,-5.0%,i,-11.5%,5.6%,·
COc1ccc(CNC(=O)c2ccccc2SCC(=O)N2CCCC2)cc1OC,1.0,0.6%,1.2%,2.0%,-21.5%,i,8.7%,6.3%,5.8%
COc1cccc(C2N(c3cccc(Cl)c3)C(=O)C3CCCN32)c1 (stereo not given),-0.4,-11.8%,0.7%,-1.0%,7.8%,i,2.7%,11.6%,4.7%
CC1CCC(NCc2ccco2)CC1 (stereo not given),-2.1,-4.5%,0.7%,-0.8%,-1.9%,i,5.5%,8.3%,-4.9%
CCN(CC)S(=O)(=O)c1cccc(N2CC(O)=C(c3ccccc3)C2=N)c1,0.3,1.4%,-0.8%,1.5%,-14.0%,i,0.0%,-4.6%,1.6%
CC(=O)OCC(C)n1[nH]c2ccccc2c1=O (stereo not given),0.1,2.6%,0.1%,·,3.0%,i,·,9.5%,·
CC(=O)N1CCN(c2ccc(NCc3cccs3)cc2)CC1,-0.6,5.1%,-0.4%,-2.3%,0.0%,i,1.6%,0.1%,-2.4%
O=P(c1ccc2c(c1)OCCO2)(N1CCOCC1)N1CCOCC1,-2.7,18.7%,-0.7%,0.1%,0.0%,i,8.5%,-1.4%,2.2%
COc1ccc(CC(=S)N2CCOCC2)cc1OC,-21.9,0.6%,0.5%,1.8%,1.7%,i,-20.2%,-1.6%,-13.2%
COc1ccc(O)c(-c2cc(-c3ccc(F)cc3)n[nH]2)c1,0.1,-10.0%,?,0.9%,?,i,?,13.6%,5.0%
CC1CCN(S(=O)(=O)c2ccc(S(=O)(=O)N3CCCC3)cc2)CC1,-0.2,6.4%,-0.6%,-0.1%,-2.7%,i,6.6%,16.7%,-3.0%
CCc1c(C(C)S(=O)(=O)c2ccccc2)[nH]c(=O)n1CC (stereo not given),-0.4,16.2%,-0.2%,-1.4%,-0.7%,i,2.6%,-1.7%,8.1%
COc1ccc(S(=O)(=O)N(C)C[C@H]2OCCCC[C@H](C)Oc3ccc(N(C)C)cc3C(=O)N([C@H](C)CO)C[C@@H]2C)cc1,2.7,-19.4%,-0.4%,·,6.2%,i,·,-12.8%,·
CCC(=O)N1CCc2cc(S(=O)(=O)NCCC(=O)Nc3cccc(SC)c3)ccc21,·,·,4.9%,·,-19.5%,·,-15.0%,·,-3.8%
Cc1ccccc1NC(=S)N(CCN(C)C)C(C)c1ccccn1 (stereo not given),-1.8,2.9%,-0.8%,0.5%,7.7%,i,3.0%,2.4%,7.6%
Cc1ccccc1OCCOC(=O)c1ccc(S(=O)(=O)N2CCCC2)cc1,2.1,-0.8%,-1.3%,1.6%,-1.1%,i,1.8%,14.2%,0.2%
Cn1c(-n2cccc2)c(-c2c(-c3ccc(F)cc3)[nH]c3c2c(=O)[nH]c(=O)n3C)c(=O)[nH]c1=O,·,·,-0.3%,·,-1.1%,·,13.2%,·,6.8%
Cc1cccc(N2C(=O)CC(N3CCN(Cc4ccc(Cl)cc4)CC3)C2=O)c1 (stereo not given),-0.2,-5.9%,-0.4%,0.8%,-6.7%,i,4.2%,-1.3%,-5.0%
CC(NC(=O)COC(=O)C12CC3CC(CC(Br)(C3)C1)C2)c1ccccc1 (stereo not given),-0.8,-6.3%,0.3%,0.2%,-1.4%,i,0.8%,21.6%,-5.1%
COc1ccc(CC(=O)OCC(=O)NC(=O)Nc2ccccc2F)cc1,-1.2,5.1%,0.0%,0.7%,0.2%,i,-8.5%,2.3%,-0.3%
Cc1ccc(-c2cn3cccc(C)c3n2)cc1,-1.2,-18.6%,3.8%,-3.1%,?,i,?,13.7%,13.5%
CC(C)n1cc(CN2CCC(n3nccc3NC(=O)CCCc3ccccc3)CC2)cn1,0.5,-2.3%,0.3%,-2.5%,12.9%,i,11.2%,-1.4%,-10.4%
CC1CCCC/C1=N\NC(=S)Nc1cccnc1 (stereo not given),0.6,0.5%,2.3%,-1.9%,-12.2%,i,0.0%,2.2%,-5.0%
CCOC(=O)C1CCN(C(=O)CSc2ccccc2)CC1,-0.4,9.0%,0.0%,-1.3%,-4.5%,i,7.3%,-0.1%,15.1%
CC(C)NC(=O)NC(=O)COC(=O)Cc1ccsc1,-0.4,18.9%,0.4%,-1.6%,4.5%,i,-2.7%,12.6%,2.2%
CSc1ccc(C(=O)N2CCc3ccc(NC(=O)c4ccccn4)cc3C2)cc1,0.7,7.6%,0.0%,-3.0%,?,i,13.8%,10.3%,-1.3%
O=C(NCCCNC(=O)c1ccc(Cl)cc1Cl)c1ccccn1,-1.4,-3.6%,2.5%,1.6%,3.3%,i,?,17.3%,8.1%
CCCn1c(=O)c2sccc2n2c(CCCC(=O)N3CCN(c4cccc(Cl)c4)CC3)nnc12,·,·,1.1%,·,?,·,?,·,-3.3%
COc1ccc(-c2cc3nc(-c4ccccc4)cc(N4CCC5(CC4)OCCO5)n3n2)cc1,-0.2,-2.2%,0.0%,-13.2%,-1.4%,·,?,8.8%,-6.8%
Cc1oc(-c2ccccc2F)nc1CS(=O)(=O)CC(=O)NC1CCCC(C)C1C (stereo not given),0.7,-7.8%,0.9%,0.6%,?,i,6.4%,5.5%,7.4%
FC(F)(F)c1ccc(-c2n[nH]c(=S)o2)nc1,0.6,7.5%,0.0%,-17.1%,-3.5%,i,-15.1%,2.1%,-2.4%
CCN(CC)S(=O)(=O)c1cccc(C(=O)N[C@H](C(=O)NNC(=O)c2ccccc2)C(C)C)c1,-0.1,2.6%,-0.4%,-2.0%,-5.2%,i,-10.4%,2.7%,-0.2%
Cc1ccccc1NC(=O)c1c(C)oc2ccc(O)c(CN3CCCC(C)C3)c12 (stereo not given),·,·,8.0%,·,?,·,1.8%,·,6.7%
CCCCCOC(=O)C1=C(C)NC(=O)NC1c1ccccc1OCC (stereo not given),0.2,-2.4%,-0.3%,0.7%,0.0%,i,-13.4%,-8.9%,1.2%
CCc1cc(=O)oc2c3c(cc(OCC(=O)Nc4cccnc4)c12)OC(C)(C)CC3,-0.9,6.8%,4.7%,0.1%,24.7%,i,?,9.9%,-15.4%
Cc1cccc(C(=O)Nc2sc3c(c2C#N)CCCCC3)c1,-0.7,-1.4%,2.2%,1.3%,-5.4%,i,?,7.6%,-16.5%
Nc1ccn([C@@H]2O[C@H](C(=O)Nc3cc(C(F)(F)F)cc(C(F)(F)F)c3)[C@@H](O)[C@H]2O)c(=O)n1,-1.3,10.3%,0.0%,·,-4.3%,i,·,-3.8%,·
COC(=O)c1sc(S(=O)(=O)NCC(=O)O)c(C(=O)OC)c1C,-2.6,10.9%,0.1%,1.0%,23.0%,i,-0.1%,0.3%,0.2%
CCCCn1c(=O)n(-c2ccc(Br)cc2F)c(=O)c2c3c(sc21)CN(C(C)=O)CC3,·,·,7.2%,·,-26.8%,·,0.9%,·,0.8%
CCCN(CCC)CCCNC(=O)Cn1cnc2onc(-c3ccc(F)cc3)c2c1=O,·,·,-1.1%,·,-16.0%,·,24.8%,·,1.5%
O=C(COC(=O)C1CC2CCCC(C1)C2=O)Nc1nc(-c2ccc(F)c(F)c2)cs1 (stereo not given),-1.8,3.8%,0.6%,-2.7%,-9.0%,i,18.3%,9.1%,0.8%
COc1cccc(N2CCN(CC(=O)N3CCN(S(=O)(=O)c4ccc(Cl)cc4)CC3)CC2)c1,-0.8,3.9%,-0.5%,-0.2%,-1.7%,i,-25.6%,1.2%,-3.2%
C=CCn1c(SCC2=C(C(=O)OCC)C(C)NC(=O)N2)nnc1C1CCCCC1 (stereo not given),-0.7,12.5%,-0.1%,1.0%,16.8%,i,?,5.4%,0.1%
COc1nc(N(c2ccccc2)c2ccccc2)nc(-n2ccnc2)n1,-0.7,-3.4%,-0.2%,0.4%,?,i,-19.3%,1.3%,0.8%
Cc1nc2cccnc2n1C1CCN(S(=O)(=O)N(C)C)CC1,·,·,-0.6%,·,3.4%,·,?,·,8.9%
CCc1nc2ccc(C(=O)Nc3cc(-c4ccccc4)ccc3OC)cn2c1N(CC)CCN(C)C,-0.5,5.3%,-0.4%,·,?,i,·,5.5%,·
CC(C)c1ccc(N(CC(=O)NC2CCCC2)C(=O)CCC(=O)Nc2nccs2)cc1,-0.6,3.2%,0.1%,0.7%,7.2%,i,7.7%,6.9%,-11.5%
CCOC(=O)N1CCN(S(=O)(=O)c2cc(Br)cc3c2N(C(C)=O)C(C)C3)CC1 (stereo not given),-0.4,2.6%,0.5%,2.0%,2.4%,i,-4.5%,-0.8%,14.9%
COc1ccccc1N1CCN(S(=O)(=O)c2cc(C)sc2C)CC1,-0.2,-7.7%,0.1%,-0.2%,-21.6%,i,-8.2%,15.3%,-1.0%
CCOC(=O)c1nnc2cc(-c3ccccc3)nn2c1C,-3.1,-1.2%,?,1.1%,14.8%,i,·,-4.6%,-0.1%
